From PubChem
MCF10A rereplic: induces DNA re-replication in MCF 10a normal breast cells. Potency, µM (doses to about 46.1 µM), for the others: at the top dose activity, positive = re-replication, actives largely listed as activators. MCF 10A DNA re-replication, Hoechst nuclear intensity, 48 h. AID 624296. hit rate 2.9% among 350,000; also: potency is read from the fitted curve at half-maximal effect; % of control where 0% means no effect; nearly all actives have a fitted effect of over 50% in size
SW480 rereplic: induces DNA re-replication in SW480 colon adenocarcinoma cells; SW480 DNA re-replication, Hoechst DNA content imaging, 48 h; Potency, µM (top dose mostly 46.1 µM), inactives show at the top dose re-replication activation, hits mostly activators; hit rate 1.8% among 340,000; AID 624297; also: potency is read from the fitted curve at half-maximal effect; % of control where 0% means no effect; nearly all actives have a fitted effect of over 55% in size
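Compounds, transferred as 23 nL by pin tool, were incubated with cells for 48 hr; DNA content per nucleus was then quantified by Hoechst staining and fluorescence plate imaging.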
HT1080-NT tox: kills 2HG-producing HT-1080-NT fibrosarcoma cells. HT-1080-NT fibrosarcoma viability, CellTiter-Glo ATP luminescence, 48 h. Potency, µM (highest dose often 46.1 µM), for the others: at the top dose activity, negative = less viability, actives largely listed as cytotoxic. hit rate 1.6% among 360,000;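 also: NT is the 2HG producing partner of a matched IDH1 knockdown line; potency is read from the fitted curve at half-maximal effect; 0% = DMSO-treated cells and -100% = media-only wells without cells; nearly all actives have a fitted effect of over 55% in size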
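Toxicity toward the 2HG-producing NT line was scored as %Activity, normalised to DMSO and no-cell wells, from CellTiter-Glo luminescence after 48 hours' treatment.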
WRN helicase inh: blocks human WRN helicase. Potency, µM (highest dose often 114 µM), for inactives: top-dose activity change, negative = inhibition, most hits filed as inhibitors. WRN helicase unwinding, fluorescent forked duplex, kinetic. hit rate 0.46% among 360,000. Q14191; also: potency is read from the fitted curve at half-maximal effect; % is scaled to controls: 0 for no effect and ±100 for the full control effect; nearly all actives have a fitted effect of over 55% in size
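WRN at 20 nM final was preincubated with compound for 15 min at room temperature; reaction started with 100 nM forked duplex oligonucleotide carrying fluorophore and quencher plus 2 mM ATP (final). Unwinding followed kinetically by red fluorescence (ex 525/em 598 nm).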
HT1080 IDH1KD tx: toxicity to HT-1080 IDH1 knockdown cells (counter line). hit rate 2% among 360,000. HT-1080 IDH1 knockdown viability, ATP luminescence, 48 h. AID 686971. Potency, µM (series often up to 46.1 µM), without a hit: at the highest dose activity, negative = toxicity, actives largely listed as cytotoxic;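 also: potency is read from the fitted curve at half-maximal effect; 0% = DMSO wells and -100% = cell-free medium wells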
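Luminescent ATP read-out (CellTiter-Glo, 10 min at room temperature) after 48 h compound exposure at 37 °C gave viability of IDH1-knockdown HT-1080 cells. Activity was normalised to DMSO and cell-free wells, then fitted as concentration-response curves.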
KB-V1 cytotox: kills drug-selected multidrug resistant KB-V1 cells; KB-V1 MDR cells viability, CellTiter-Glo, 72 h; hit rate 3.4% among 400,000; AID 1347076; Potency, µM (top dose mostly 46.1 µM), inactives show at the top dose activity change, negative = cytotoxicity, hits mostly cytotoxic; also: potency is read from the fitted curve at half-maximal effect; % is scaled to controls: 0 for no effect and ±100 for the full control effect; nearly all actives have a fitted effect of over 60% in size
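Cells of the MDR subline KB-V1 are plated, dosed with compound at multiple concentrations, and incubated 72 h at 37 degrees C; CellTiter-Glo is then added and luminescence read after 10 min.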
IL-1B inflam inh: blocks inflammasome-driven IL-1 beta release | activity change, % at 57.5 µM | hit rate 4.7% among 360,000 | AID 743279 | THP-1 LPS/ATP IL-1B secretion, AlphaLISA, 16 h; stronger effect = lower value; in the data active = activity change below about -50%; inconclusive = mostly about -30% to -49%; also: % is scaled to controls: 0 for no effect and ±100 for the full control effect
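Secreted IL-1B measured by AlphaLISA bead assay after 16 h compound exposure of THP-1 cells; compounds (final up to 57.5 uM) added 1 h before LPS (250 ng/mL) and ATP (1.25 mM) stimulation; lower signal means less secretion.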
ATXN2 expr inh: inhibitors of ATXN2 expression | HEK-293 ATXN2-luciferase reporter, luminescence, 24 h | Potency, µM (highest dose often 57 µM), without a hit: at the top dose activity change, negative = inhibition, most hits filed as inhibitors | hit rate 0.72% among 360,000 | AID 1745845; also: potency is read from the fitted curve at half-maximal effect; % is scaled to controls: 0 for no effect and ±100 for the full control effect; nearly all actives have a fitted effect of over 55% in size
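ATXN2-luciferase reporter cells (luciferase flanked by upstream and downstream ATXN2 gene portions) were treated 24 h at 37 °C with compounds at up to 57 uM. SteadyGlo luminescence gave expression; GF-AFC fluorescence gave viability.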
KB-3-1 tox: KB-3-1 parental cell cytotoxicity | KB-3-1 viability, CellTiter-Glo ATP luminescence, 72 h | hit rate 1.4% among 400,000 | AID 1347075 | Potency, µM (doses to about 46.1 µM), inactives show top-dose activity change, negative = cytotoxic, actives largely listed as cytotoxic; also: potency is read from the fitted curve at half-maximal effect; % is scaled to controls: 0 for no effect and ±100 for the full control effect; nearly all actives have a fitted effect of over 60% in size
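Viability of parental KB-3-1 cells, measured by CellTiter-Glo luminescence, followed a 72 h incubation at 37 °C with pinned compounds in phenol-red-free DMEM containing 10% FBS.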
* marks the source's active call; other numbers are inactive results; ? = inconclusive; . = not tested or not shown; [ ] = remark or other dose. Unless noted, calls follow the shape of the dose curve; as a rule, active = well fitted curve in the direction sought with a large enough effect; inconclusive = small, poorly fitted or top-dose-only effect, or another doubt; inactive = no such curve, though single readings can be large; an effect the other way counts as inactive or inconclusive.

| nr | SMILES | WRN helicase inh | HT1080-NT tox | SW480 rereplic | ATXN2 expr inh | HT1080 IDH1KD tx |
| --- | --- | --- | --- | --- | --- | --- |
| 1 | O=S(=O)(Nc1nc2ccccc2nc1NCC1CCCO1)c1ccc(F)cc1 (configuration not stated) | -5% | -4% | -3% | 8% | -7% |
| 2 | COc1ccc(-c2noc(C3CCCN(C(=O)c4cccc(C)c4)C3)n2)cc1 (configuration not stated) | 2% | 2% | 3% | -29% | 0% |
| 3 | CCCn1c(SCC(=O)Nc2cc(Cl)ccc2Cl)n[nH]c1=O | 12%[57.1 µM] | -15% | -4% | 2% | -26% |
| 4 | COc1ccccc1NC(=O)CN1CCN(c2ccccc2)CC1 | 0% | -3% | 6% | . | -2% |
| 5 | CC(C)Cn1c(N)c(C(=O)COC(=O)c2ccc3ccccc3n2)c(=O)n(C)c1=O | 9% | -9% | 1% | -1% | -8% |
| 6 | CCCCNC(=O)C1(C)CCCCCN1Cc1cc2ccccc2o1 (configuration not stated) | -2%[57.1 µM] | ? | . | ? | ? |
| 7 | Cc1ccc(OCc2nnc(NC(=O)c3ccco3)s2)cc1 | -5% | 11% | 1% | -3% | 13% |
| 8 | CCOC(=O)N1CCN(C(=O)C2CCN(Cc3cccc(OCc4ccccc4)c3)CC2)CC1 | -7% | 0% | 3% | -6% | -1% |

| nr | IL-1B inflam inh | KB-V1 cytotox | MCF10A rereplic | KB-3-1 tox |
| --- | --- | --- | --- | --- |
| 1 | 14 | -19% | 3% | -2% |
| 2 | ? | -11% | 0% | -5% |
| 3 | 25 | 6% | ? | -6% |
| 4 | 40 | 3% | 9% | -9% |
| 5 | 11 | -26% | 1% | -1% |
| 6 | -26 | ? | . | 9% |
| 7 | 18 | 25% | -1% | 22% |
| 8 | 20 | ? | 13% | -9% |

Ordered by molar mass (ascending): some entries from above
| nr | SMILES | WRN helicase inh | HT1080-NT tox | SW480 rereplic | ATXN2 expr inh | HT1080 IDH1KD tx |
| --- | --- | --- | --- | --- | --- | --- |
| 4 | COc1ccccc1NC(=O)CN1CCN(c2ccccc2)CC1 | 0% | -3% | 6% | . | -2% |
| 6 | CCCCNC(=O)C1(C)CCCCCN1Cc1cc2ccccc2o1 (configuration not stated) | -2%[57.1 µM] | ? | . | ? | ? |
| 3 | CCCn1c(SCC(=O)Nc2cc(Cl)ccc2Cl)n[nH]c1=O | 12%[57.1 µM] | -15% | -4% | 2% | -26% |
| 2 | COc1ccc(-c2noc(C3CCCN(C(=O)c4cccc(C)c4)C3)n2)cc1 (configuration not stated) | 2% | 2% | 3% | -29% | 0% |
| 8 | CCOC(=O)N1CCN(C(=O)C2CCN(Cc3cccc(OCc4ccccc4)c3)CC2)CC1 | -7% | 0% | 3% | -6% | -1% |

| nr | IL-1B inflam inh | KB-V1 cytotox | MCF10A rereplic | KB-3-1 tox |
| --- | --- | --- | --- | --- |
| 4 | 40 | 3% | 9% | -9% |
| 6 | -26 | ? | . | 9% |
| 3 | 25 | 6% | ? | -6% |
| 2 | ? | -11% | 0% | -5% |
| 8 | 20 | ? | 13% | -9% |

(cont.)
| nr | SMILES | WRN helicase inh | HT1080-NT tox | SW480 rereplic | ATXN2 expr inh | HT1080 IDH1KD tx |
| --- | --- | --- | --- | --- | --- | --- |
| 9 | CC(C(=O)O)N1CCCCC1 (configuration not stated) | 6% | 12% | 21% | 7% | 6% |
| 10 | C[C@H](NC(=O)N1CCn2c1nc1ccccc12)C(=O)NCCc1ccccc1 | 3% | 28% | -8% | -7% | 8% |
| 11 | O=C(NC(=S)Nc1cccc(Cl)c1)c1cncc(Br)c1 | 2% | ? | ? | 7% | ? |
| 12 | Cc1ccnc(NC(=O)c2ccc([N+](=O)[O-])s2)c1 | 2% | ? | ? | -33% | ? |
| 13 | O=S(=O)(Nc1cc2nc3ccccc3nc2n1Cc1ccccc1)c1ccc(Cl)cc1 | ? | ? | 10µM* | -24% | -6% |
| 14 | CC[C@@H]1C=C(C(=O)O)[C@H](c2ccc3c(c2)OCO3)N1S(=O)(=O)c1ccc(C)cc1 | -5% | 10% | -9% | 0% | 7% |
| 15 | Cc1cccnc1NC(=O)C(C)N1C(=O)c2ccccc2C1=O (configuration not stated) | -27% | 5% | -4% | 2% | 6% |
| 16 | COc1ccc(C2CC(c3cccs3)=NN2C(=O)CSc2nc3ccccc3s2)cc1 (configuration not stated) | -8% | 0% | 16% | -9% | 1% |

| nr | IL-1B inflam inh | KB-V1 cytotox | MCF10A rereplic | KB-3-1 tox |
| --- | --- | --- | --- | --- |
| 9 | 1 | 4% | 7% | 8% |
| 10 | -10 | -7% | -1% | 2% |
| 11 | 20 | 19% | 23% | -1% |
| 12 | -11 | ? | ? | ? |
| 13 | -91* | -6% | 7.3µM* | -23% |
| 14 | 0 | 0% | 1% | 0% |
| 15 | -8 | ? | -3% | 4% |
| 16 | 5 | -8% | 33% | -3% |

Other records.
| nr | SMILES | WRN helicase inh | HT1080-NT tox | SW480 rereplic | ATXN2 expr inh | HT1080 IDH1KD tx |
| --- | --- | --- | --- | --- | --- | --- |
| 17 | CCOc1cc(CNc2ccc(O)cc2)ccc1OCc1ccc(Cl)cc1Cl | ? | -7% | ? | -11% | -22% |
| 18 | Cc1cc(C)c(S(=O)(=O)NCc2ccccn2)c(C)c1 | 2% | -1% | 1% | 8% | 0% |
| 19 | Cc1ccnc(NS(=O)(=O)c2cccc3nsnc23)c1 | 5% | -3% | 3% | 5% | 1% |
| 20 | Cc1ccc(S(=O)(=O)NC2=NCN(Cc3cccnc3)CN2)cc1 | -1% | -13% | -3% | -4% | 0% |
| 21 | Cc1ccc([N+](=O)[O-])cc1NC(=S)NC(=O)c1ccco1 | -4% | 0% | 3% | 3% | 0% |
| 22 | Cc1cc(C)cc(NC(=O)CN2CCC(NC(=O)c3cccc(F)c3)CC2)c1 | 4% | -6% | -9% | 1% | -5% |
| 23 | CC1(c2ccc(F)cc2)OC(=O)c2c1ccc1ccccc21 (configuration not stated) | -7% | 3% | . | . | 0% |
| 24 | Cc1ccc(-n2ncc3c(NNC(=O)c4cccs4)ncnc32)cc1 | 3% | -6% | -2% | . | -13% |
| 25 | COc1cccc(N(C(=O)CCl)C(C(=O)NCCc2ccccc2)c2cccs2)c1 (configuration not stated) | -10% | 1.6µM* | ? | ? | 1.3µM* |
| 26 | O=C(CCCn1cnc([N+](=O)[O-])n1)Nc1cc(Cl)ccc1O | -13% | -11% | 19% | 1% | -12% |

| nr | IL-1B inflam inh | KB-V1 cytotox | MCF10A rereplic | KB-3-1 tox |
| --- | --- | --- | --- | --- |
| 17 | -106* | ? | ? | -8% |
| 18 | 26 | ? | 2% | 3% |
| 19 | -9 | 5% | -5% | 13% |
| 20 | -7 | 3% | -1% | -5% |
| 21 | 9 | 0% | ? | 30% |
| 22 | ? | 10% | 7% | 6% |
| 23 | 18 | ? | . | 2% |
| 24 | -4 | ? | -7% | 9% |
| 25 | ? | ? | 16µM* | ? |
| 26 | 22 | 5% | ? | -2% |
